Rev-erbA mod: modulates human Rev-erb alpha binding to DNA; hit rate 0.79% among 370,000; AID 1259318; activity, % at 10 µM; Rev-erbα–FITC-DNA binding, fluorescence polarization, 90 min;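 active = activity above about 14%, limit read from the data; passing the limit was not always enough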;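 also: 0% = DMSO wells with 35 nM protein and 100% = DMSO wells with 750 nM protein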
ssDAF12 agonist: activators of S. stercoralis DAF-12 nuclear receptor | HEK293 ssDAF-12/GRIP1 lit1-tk-luc reporter, luminescence; % of 3 µM dafachronic acid response | hit rate 1% among 370,000 | activation, % at 6.8 µM;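 active = activation above the mean over all tested compounds plus 3 SD, cut at about 0.9% in these data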;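 also: 0% = DMSO-only wells and 100% = 3 µM delta7-dafachronic acid wells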
hcDAF-12 act: H. contortus DAF-12 activation, primary screen; HEK293 hcDAF-12 lit1-tk-luc reporter, luminescence; 0% DMSO, 100% Δ7-dafachronic acid; activation, % at 6.8 µM; hit rate 1.4% among 370,000; AID 652067;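 active = activation above the mean of all tested compounds plus 3 SD, cut at about 5.5% in these data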;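 also: 100% = response to 3 µM Δ7-dafachronic acid high control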
DAX1 inh-1: blocks DAX1 repression of SF-1 activated StAR promoter. HEK293T StAR-luciferase reporter, SF-1/DAX-1 repression relief. AID 652010. inhibition, % at 6.8 µM. hit rate 1.1% among 370,000;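 active = inhibition above the mean over all tested compounds plus 3 SD, cut at about 3.6% in these data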;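 also: 0% = DAX-1 cells with DMSO and 100% = cells lacking DAX-1 with DMSO; higher inhibition means more luminescence from relief of DAX-1 repression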
DAX1 inh-2: inhibits human nuclear receptor DAX1 | P51843 | HEK293 Gal4-DAX1 luciferase reporter, luminescence | inhibition, % at 6.75 µM | hit rate 0.99% among 340,000 | AID 504766;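 active = inhibition above the mean over all tested compounds plus 3 SD, cut at about 4.2% in these data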;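 also: 0% = DAX1-transfected cells with DMSO and 100% = empty-vector control cells with DMSO; inhibition shows as a rise in luminescence from relieved DAX1 repression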
ADAM17 inh: inhibitors of human ADAM17 | P78536 | recombinant ADAM17, EDANS/DABCYL FRET peptide cleavage | inhibition, % at 6.95 µM | hit rate 0.83% among 370,000 | AID 720648;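 active = inhibition above the mean of compounds lying between control limits plus 3 SD, set per campaign, cut at about 8.5% in these data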;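 also: 0% = DMSO-only wells as the low control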
PLCg1 inh: inhibitors of human phospholipase C gamma1. P19174. purified PLC-gamma1, fluorogenic substrate, fluorescence. inhibition, % at 12.2 µM. hit rate 0.84% among 370,000. AID 720700; in the data active = inhibition above about 9.5%
Target sequence (P19174 whole entry, looked up): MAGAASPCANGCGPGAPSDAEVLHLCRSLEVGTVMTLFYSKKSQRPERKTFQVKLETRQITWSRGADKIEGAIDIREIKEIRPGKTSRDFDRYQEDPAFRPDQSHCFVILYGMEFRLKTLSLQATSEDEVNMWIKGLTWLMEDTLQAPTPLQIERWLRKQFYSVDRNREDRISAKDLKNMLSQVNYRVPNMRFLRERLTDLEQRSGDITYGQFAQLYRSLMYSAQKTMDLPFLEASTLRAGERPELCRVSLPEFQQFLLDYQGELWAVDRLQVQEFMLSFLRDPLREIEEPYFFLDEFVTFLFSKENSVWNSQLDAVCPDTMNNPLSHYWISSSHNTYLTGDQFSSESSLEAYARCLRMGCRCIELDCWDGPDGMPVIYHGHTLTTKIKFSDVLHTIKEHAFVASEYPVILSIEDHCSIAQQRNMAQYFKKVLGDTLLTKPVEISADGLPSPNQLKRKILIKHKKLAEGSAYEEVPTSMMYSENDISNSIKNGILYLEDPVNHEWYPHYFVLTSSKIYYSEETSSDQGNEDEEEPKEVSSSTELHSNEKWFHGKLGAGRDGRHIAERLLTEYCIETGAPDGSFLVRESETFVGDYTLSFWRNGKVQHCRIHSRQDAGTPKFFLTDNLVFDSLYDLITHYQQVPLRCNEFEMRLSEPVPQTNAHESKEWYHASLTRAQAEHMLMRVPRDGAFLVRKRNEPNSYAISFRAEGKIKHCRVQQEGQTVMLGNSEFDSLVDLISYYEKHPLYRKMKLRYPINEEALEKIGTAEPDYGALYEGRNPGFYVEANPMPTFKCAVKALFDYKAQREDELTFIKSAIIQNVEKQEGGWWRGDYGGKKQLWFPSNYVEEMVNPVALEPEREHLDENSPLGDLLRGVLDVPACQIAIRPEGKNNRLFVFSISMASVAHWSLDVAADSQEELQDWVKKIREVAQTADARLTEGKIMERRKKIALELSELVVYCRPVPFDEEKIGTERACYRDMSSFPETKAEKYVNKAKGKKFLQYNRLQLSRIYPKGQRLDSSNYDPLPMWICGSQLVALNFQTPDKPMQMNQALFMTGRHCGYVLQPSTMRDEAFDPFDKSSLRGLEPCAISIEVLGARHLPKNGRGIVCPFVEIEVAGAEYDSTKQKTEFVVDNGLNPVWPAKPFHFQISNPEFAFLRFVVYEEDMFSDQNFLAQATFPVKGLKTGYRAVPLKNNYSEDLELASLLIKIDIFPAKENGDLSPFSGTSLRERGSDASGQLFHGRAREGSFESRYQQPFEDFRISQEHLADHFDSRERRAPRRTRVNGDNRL
PLC-beta3 inh: inhibitors of human phospholipase C beta3. Q01970. Purified PLC-beta3, fluorogenic substrate, fluorescence. inhibition, % at 12.2 µM. hit rate 0.18% among 370,000. AID 720704; in the data active = inhibition above about 11%;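 also: 0% = median of compound wells on plate and 100% = full blocker control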
hgDAF-12 ag: agonists of H. glycines DAF-12 nuclear receptor; hit rate 1.8% among 370,000; activation, % at 6.8 µM; AID 687014; HEK293 GAL4-hgDAF12 UAS-luciferase reporter, agonist luminescence; normalized to butyrate control;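 active = activation above a cutoff set at the mean of all screened compounds plus 3 SD, cut at about 10% in these data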;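 also: 0% = DMSO wells and 100% = sodium butyrate wells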
SMARCA2 activ: SMARCA2 function activation, primary screen; MG213 cells, MMTV-luciferase reporter, dexamethasone, overnight; hit rate 1% among 370,000; AID 652017; activation, % at 9.1 µM; in the data active = activation above about 7.8%;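 also: 0% = vehicle wells and 100% = reference activator wells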
MBD2 DNA inh: MBD2-methylated oligo binding inhibition | Q9UBB5 | inhibition, % at 4.4 µM | TR-FRET, MBD2 binding to methylated oligonucleotide | hit rate 0.31% among 370,000 | AID 686964; in the data active = inhibition above about 13%
An asterisk follows results filed as active; · = no result given.

SMILES	Rev-erbA mod	ssDAF12 agonist	hcDAF-12 act	DAX1 inh-1	DAX1 inh-2	ADAM17 inh	PLCg1 inh	PLC-beta3 inh	hgDAF-12 ag	SMARCA2 activ	MBD2 DNA inh
O=C(CSCc1ccc(Cl)cc1)Nc1cccc(C(=O)O)c1	0	-0.5	-0.2	0.0	-1.5	-6	-1	-9	2.4	0	6
COc1ccc(C(=O)Nc2c(N)nc(SCC(=O)c3ccccc3)[nH]c2=O)cc1	-1	-1.1	-0.7	-0.5	0.3	1	-3	-10	1.1	-2	0
CCCOC(=O)c1ccc(Oc2cn[nH]c2-c2ccc(OCC)cc2O)cc1	7	-1.2	1.2	-1.4	-2.2	9.8*	0	3	-2.5	-4	3
COc1ccc(OC)c(S(=O)(=O)NCc2ccc(N3CCN(C)CC3)cc2)c1	-1	-1.2	0.3	1.2	0.8	6	0	-2	1.6	0	-2
O=C(O)C1C2C=CC(C2)C1C(=O)Nc1cccc(Cl)c1 (stereo unspecified)	6	-1.4	1.6	0.0	1.4	0	7	-2	-3.9	1	7
CC1=C(C(=O)OCc2ccccc2)C(c2cccnc2)n2nnnc2N1 (stereo unspecified)	6	-1.2	-0.9	-0.4	-0.5	-5	-3	0	-3.2	-3	-6
CC(Sc1nc2ccc(Br)cc2[nH]1)C(=O)O (stereo unspecified)	5	-0.9	-1.3	1.4	0.9	-4	-1	-2	-0.5	-2	-2
COc1ccc(S(=O)(=O)N2CCN(c3nc(-c4cccnc4)nc4ccccc34)CC2)cc1	-1	-1.8	-0.2	-3.5	0.4	-2	-20	-25	-2.4	-1	3
CCN(CC)C(=O)CSc1nnc(-c2cccnc2)n1CCc1ccccc1	-3	-0.7	-0.3	0.1	0.6	-5	1	2	1.7	0	-3
CCOC(=O)COc1ccc(S(=O)(=O)c2ccc(OCC(=O)OCC)cc2)cc1	-5	-1.9	-1.9	0.5	1.8	-1	-2	0	1.1	-1	3
COc1ccc(OC)c(NC(=O)C(=O)N/N=C/c2ccccc2[N+](=O)[O-])c1	-7	-0.9	1.2	0.8	0.7	0	1	1	-0.6	-2	-5
Cc1ccc(C2C(C(=O)c3cc4ccccc4o3)=C(O)C(=O)N2CCN2CCOCC2)cc1 (stereo unspecified)	1	-0.6	0.8	-0.3	0.9	-6	-12	-26	4.9	0	-6
O=C1c2ccccc2C(Nc2cccnc2)N1Cc1ccccc1 (stereo unspecified)	-4	-1.2	-0.2	-0.2	0.3	-3	-1	-7	-3.9	-2	5
COc1ccc(NC(=S)N2CCN(S(=O)(=O)c3ccc(F)cc3)CC2)cc1	-3	-1.4	-1.9	1.0	0.6	0	1	-2	0.4	1	-4
CCOC(=O)CCc1nn(C)c(=O)c2ccccc12	-1	-0.7	-3.5	-0.6	0.3	3	3	1	-3.4	2	0
CCn1c(SCC(=O)Nc2sc(C)c(C)c2C#N)nnc1C(C)C	-3	-1.0	-1.6	0.5	0.0	-1	-2	1	-0.7	-1	0
Cc1ccccc1NC(=O)NCCCN1CCN(C2CCCCC2)CC1	-8	-1.5	-0.5	0.2	0.3	-1	4	1	-1.6	4	6
CCCC(C)NC(=O)CSCc1ccc(OC)cc1 (stereo unspecified)	-6	-2.1	-0.7	0.4	-1.0	1	-2	-6	-1.7	-4	5
CCCNS(=O)(=O)c1ccc(NC(=O)c2ccccn2)cc1	-3	-1.0	1.4	0.5	-0.4	-3	2	7	4.3	2	12
O=C(CC1Sc2ccccc2NC1=O)c1ccc(Br)cc1 (stereo unspecified)	-1	-0.7	-0.2	0.3	-0.4	2	2	1	4.3	6	-2
COc1ccc2c(c1)C(SCC(=O)NCc1ccccc1)CC(C)(C)O2 (stereo unspecified)	9	-1.2	-0.6	-0.2	1.3	1	-1	1	1.3	0	0
CCOC(=O)c1ccc(NC(=O)Cn2c(-c3nonc3N)nc3ccccc32)cc1	1	-0.1	-1.1	-0.5	2.5	-4	-4	-1	-1.1	-4	2
NC(=O)c1nsc(C(=O)N(Cc2ccc(F)cc2)C(C(=O)NC2CCCC2)c2ccco2)c1N (stereo unspecified)	11	-1.2	0.5	-0.4	0.0	-37	-40	-64	-1.1	-2	4
Cc1ccc(S(=O)(=O)Nc2ccccc2C(=O)NCc2cccnc2)cc1	-3	-1.5	-1.9	0.1	1.1	-17	-11	-14	-4.0	-3	-5
O=C(CCc1nc(-c2ccccc2)no1)Nc1cccnc1	-3	-0.9	-0.3	-0.6	-1.2	-1	0	-4	-0.1	-2	-2

Part of the list above in order of molecular weight, ascending.
SMILES	Rev-erbA mod	ssDAF12 agonist	hcDAF-12 act	DAX1 inh-1	DAX1 inh-2	ADAM17 inh	PLCg1 inh	PLC-beta3 inh	hgDAF-12 ag	SMARCA2 activ	MBD2 DNA inh
CCOC(=O)CCc1nn(C)c(=O)c2ccccc12	-1	-0.7	-3.5	-0.6	0.3	3	3	1	-3.4	2	0
CC1=C(C(=O)OCc2ccccc2)C(c2cccnc2)n2nnnc2N1 (stereo unspecified)	6	-1.2	-0.9	-0.4	-0.5	-5	-3	0	-3.2	-3	-6
Cc1ccccc1NC(=O)NCCCN1CCN(C2CCCCC2)CC1	-8	-1.5	-0.5	0.2	0.3	-1	4	1	-1.6	4	6
O=C(CC1Sc2ccccc2NC1=O)c1ccc(Br)cc1 (stereo unspecified)	-1	-0.7	-0.2	0.3	-0.4	2	2	1	4.3	6	-2
CCn1c(SCC(=O)Nc2sc(C)c(C)c2C#N)nnc1C(C)C	-3	-1.0	-1.6	0.5	0.0	-1	-2	1	-0.7	-1	0
COc1ccc(OC)c(NC(=O)C(=O)N/N=C/c2ccccc2[N+](=O)[O-])c1	-7	-0.9	1.2	0.8	0.7	0	1	1	-0.6	-2	-5
CCN(CC)C(=O)CSc1nnc(-c2cccnc2)n1CCc1ccccc1	-3	-0.7	-0.3	0.1	0.6	-5	1	2	1.7	0	-3
CCOC(=O)c1ccc(NC(=O)Cn2c(-c3nonc3N)nc3ccccc32)cc1	1	-0.1	-1.1	-0.5	2.5	-4	-4	-1	-1.1	-4	2
NC(=O)c1nsc(C(=O)N(Cc2ccc(F)cc2)C(C(=O)NC2CCCC2)c2ccco2)c1N (stereo unspecified)	11	-1.2	0.5	-0.4	0.0	-37	-40	-64	-1.1	-2	4

More structures
SMILES	Rev-erbA mod	ssDAF12 agonist	hcDAF-12 act	DAX1 inh-1	DAX1 inh-2	ADAM17 inh	PLCg1 inh	PLC-beta3 inh	hgDAF-12 ag	SMARCA2 activ	MBD2 DNA inh
COc1ccccc1-c1nc(C#N)c(N2CCC(Cc3ccccc3)CC2)o1	10	-1.2	0.9	0.0	-1.1	-2	-2	2	4.1	1	1
CC(=O)NCCCNC(=S)NCCCN(Cc1ccc(Cl)cc1)c1ccc(Br)cn1	8	-0.7	-1.4	1.5	·	0	1	-1	-1.9	-5	0
COc1cccc(OC)c1CC1SC(=O)NC1=O (stereo unspecified)	-3	-1.1	2.2	-0.6	1.2	0	3	6	-1.9	1	3
CCOc1ccccc1CN1CCC(N2CCOCC2)CC1	0	-1.0	-1.7	-0.2	-0.3	-5	5	5	-0.9	-2	-3
COC(=O)CNC(=O)c1c(C)cc(=O)oc1C	3	-1.6	-0.3	0.3	-0.1	-4	-1	0	2.5	1	1
COC(=O)CC1SC(=O)NC1=Nc1ccc(OC)cc1 (stereo unspecified)	0	-1.2	-0.4	-0.3	1.4	1	1	6	0.5	1	0
COc1ccccc1CNC(=O)C1CCC(CNc2c(N3CCOCC3)c(=O)c2=O)CC1 (stereo unspecified)	-5	-1.0	-0.7	0.9	0.9	-4	1	-4	-0.8	-3	1
O=C1CS/C(=N/N=C\c2ccn[nH]2)N1	-2	-1.4	0.3	1.2	·	1	0	-4	1.8	-1	4
CC1=NN(c2nc(-c3ccc(C)cc3)cs2)C(=O)C1N=Nc1ccc2ccccc2c1 (stereo unspecified)	9	0.2	5.7*	0.2	0.0	-8	-2	-3	4.9	1	1
CC(Oc1cccc(F)c1)c1ccnc2nc(/N=C/N(C)C)nn12 (stereo unspecified)	-2	-1.3	-0.9	0.6	2.0	-11	-24	-40	0.8	-6	-1
COc1ccc(/C=C/C(=O)Nc2ccc(S(=O)(=O)Nc3cc(C)nc(C)n3)cc2)cc1OC	-3	0.0	0.0	0.2	-2.1	-47	-64	-126	-1.6	-1	-4
Cc1ccc(C(=O)C2CCN(CC(=O)NCc3cccs3)CC2)cc1	1	-1.1	-2.9	-1.2	·	-1	-4	-3	-4.3	-5	3
CCOC(=O)[C@]12CCC=C1N(Cc1ccccc1)C(=O)[C@H](CC(=O)N1CCCCC1)C2	5	-1.0	-0.7	-0.5	·	-4	-1	-3	0.7	-5	-7
COC(=O)c1[nH]c2ccc(F)cc2c1NC(=O)CCN1CC(C)OC(C)C1 (stereo unspecified)	1	-0.6	-0.8	0.0	1.5	-22	-13	-16	1.2	-2	-4
CCOc1ccc(C(=O)NCC(=O)N2CCC(C)CC2)cc1OCC	-1	-0.3	-2.1	0.7	-0.3	-5	1	-6	2.8	-5	8
O=C(Nc1ccc(Cl)c(Cl)c1)Nc1ccccc1NS(=O)(=O)c1cccs1	5	-1.1	-0.8	-0.6	-1.3	2	2	3	-1.9	-2	3
COC(=O)c1ccccc1NC(=O)CN1CCCCCC1	-1	-0.7	2.0	-0.4	0.2	1	-1	-3	-0.1	-1	-3
COC(=O)[C@]1(Cc2ccccc2)N[C@H](c2ccc(-c3ccc(F)cc3)cc2)[C@@H]2C(=O)N(C)C(=O)[C@@H]21	3	-1.1	-2.2	-0.2	-0.9	0	-5	-5	-1.9	-1	1
N#Cc1ccccc1OCCOCCNC1CCCC1	1	-1.6	0.6	0.2	-0.1	-4	4	3	-0.9	1	1
CN(CC(=O)Nc1cccc(F)c1)CC(=O)Nc1cc(S(=O)(=O)N2CCOCC2)ccc1Cl	-1	-1.5	-1.3	-2.5	-0.8	2	-3	-4	-2.4	-3	-2
Cc1ccc(NC(=O)C2CCCN2S(=O)(=O)c2cccnc2)cc1C (stereo unspecified)	-1	-1.7	-2.7	-0.8	·	-1	1	2	-2.4	-4	0
CCN(CC)c1ccc(C(=O)O)cc1	0	-0.2	0.1	0.5	-1.3	0	-1	-1	1.2	-1	-7
O=C(CN1CCN(c2ccccn2)CC1)Nc1cccc(Br)c1	1	-0.7	-0.8	-0.1	0.7	-3	1	-3	2.5	-2	-1
CC(C)C(=O)NC(=S)Nc1ccc(S(=O)(=O)Nc2nccs2)cc1	-4	-0.6	-0.1	0.6	1.0	1	2	-1	0.5	-4	-4
OC(c1ccc(F)c(F)c1)c1nc(-c2cccc3cccnc23)cs1 (stereo unspecified)	-3	-1.0	-0.3	-1.6	·	-2	-13	-18	-1.6	3	-3
CC(C)[C@H](NC(=O)c1ccccc1F)C(=O)Nc1ccc(F)c(F)c1	3	-1.0	-0.6	0.1	0.8	0	2	-8	-0.5	0	5
COc1ccc(CCN(C)C/C=C/c2ccccc2[N+](=O)[O-])cc1OC	-6	-0.8	2.0	-0.5	1.1	5	3	3	1.8	-2	-3
O=C(NCC1CCCCC1)c1cccnc1Cl	0	-1.3	-1.0	0.2	1.0	-2	1	2	1.0	0	-5
CC1=C(C(=O)Nc2ccc(C)cc2C)C(c2ccc(C)o2)NC(=S)N1 (stereo unspecified)	3	-0.5	-1.5	0.3	-0.3	0	-1	1	3.0	-2	-2

High-throughput results from PubChem.
